PRMT1 inh: PRMT1 (human) inhibition, primary screen; 370,000 tested, 1.3% active; recombinant PRMT1, activity-based probe fluorescence polarization; AID 652257; inhibition, % at 2.79 µM;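 active = inhibition above about 21% made by adding two undisclosed values, limit read from the data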
LEDGF integ inh: blocks HIV-1 LEDGF/p75-dependent DNA integration. TR-FRET IN-LEDGF/p75 DNA integration, Eu/Cy5. inhibition, % at 3.7 µM. 370,000 tested, 0.64% active. AID 743269;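 active = inhibition above the screen-wide mean plus 3 SD, cut at about 13% in these data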;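 also: signal is the Cy5 over europium emission ratio at 671 and 618 nm; 0% = plate median of compound wells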
TCR CD3 inh: blocks the human TCR-CD3 interaction; 360,000 tested, 0.37% active; inhibition, % at 9.4 µM; TAMRA-labeled TCR probe fluorescence, biochemical; in the data active = inhibition above about 19%;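 also: recombinant mutant TCR 2C K166C tagged with TAMRA read by polarization; 0% = receptor in buffer alone and 100% = receptor with positive control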
ABHD4 inh: inhibitors of mouse ABHD4; 370,000 tested, 0.54% active; AID 720543; Q8VD66; purified mABHD4, FP-Rh probe fluorescence polarization; inhibition, % at 8.92 µM;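 active = inhibition exceeding the mean over every tested compound plus 3 SD, cut at about 30% in these data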;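 also: 0% = plate median of compound wells and 100% = S159A mutant with DMSO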
Target sequence (Q8VD66 whole entry, looked up): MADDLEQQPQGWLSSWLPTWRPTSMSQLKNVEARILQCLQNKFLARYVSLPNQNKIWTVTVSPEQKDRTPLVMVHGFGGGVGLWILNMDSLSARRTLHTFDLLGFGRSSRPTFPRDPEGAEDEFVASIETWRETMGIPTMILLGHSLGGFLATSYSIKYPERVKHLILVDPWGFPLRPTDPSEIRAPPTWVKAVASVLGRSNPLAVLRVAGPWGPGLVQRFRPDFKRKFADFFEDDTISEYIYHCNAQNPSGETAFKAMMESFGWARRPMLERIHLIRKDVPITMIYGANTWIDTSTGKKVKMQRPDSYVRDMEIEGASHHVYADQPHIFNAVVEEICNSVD
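Test system: mABHD4 protein; Read-out basis: % inhibition; Incubation: 45 min + 60 min at 25 °C; Repeats: single replicate; Technique: fluorescence polarization with parallel and perpendicular emission, 525/598 nm; Compound: 8.92 µM, single dose; Benchmarks: full inhibition S159A mutant plus DMSO, zero as sample-well median.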
MBD2 DNA inh: inhibitors of human MBD2 binding to methylated oligonucleotide | TR-FRET | inhibition, % at 4.4 µM | 370,000 tested, 0.31% active; in the data active = inhibition above about 13%
Target sequence (Q9UBB5 whole entry, looked up): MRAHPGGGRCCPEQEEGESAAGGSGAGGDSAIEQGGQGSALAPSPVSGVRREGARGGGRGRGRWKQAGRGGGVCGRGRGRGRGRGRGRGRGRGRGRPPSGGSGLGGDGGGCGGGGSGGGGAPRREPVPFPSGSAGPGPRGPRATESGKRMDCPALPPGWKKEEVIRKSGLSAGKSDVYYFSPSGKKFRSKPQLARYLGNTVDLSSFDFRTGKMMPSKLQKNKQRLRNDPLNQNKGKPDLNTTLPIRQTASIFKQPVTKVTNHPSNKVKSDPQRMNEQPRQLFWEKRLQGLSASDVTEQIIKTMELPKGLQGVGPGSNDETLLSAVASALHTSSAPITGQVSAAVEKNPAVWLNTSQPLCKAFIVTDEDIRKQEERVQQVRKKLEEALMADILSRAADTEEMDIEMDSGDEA
HTRA1 inh: blocks human HTRA1 serine peptidase; Q92743; recombinant HTRA1, FP-rhodamine activity-based probe, fluorescence polarization; 340,000 tested, 0.5% active; inhibition, % at 5.96 µM; in the data active = inhibition above about 36%;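 also: 0% = enzyme with DMSO and 100% = wells lacking enzyme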
rCAG binder: binds r(CAG) RNA repeats; r(CAG) RNA repeat, TO-PRO-1 dye displacement fluorescence; inhibition, % at 3 µM; 370,000 tested, 1.3% active; AID 651821;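 active = inhibition above the plate cutoff, the mean of all test compounds on that plate plus 3 SD, cut at about 35% in these data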;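 also: 0% = DMSO alone and 100% = 100 µM mitoxantrone as full dye displacement; higher means more dye released from RNA so lower well fluorescence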
NPR2 activator: GC-B (human) receptor activation. P20594. 370,000 tested, 0.11% active. HEK293-GC-B cells, CNP EC30, cGMP TR-FRET; 0% at EC30 CNP, 100% saturating CNP. activation, % at 10 µM. AID 1920062;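 active = activation at 10 µM reaching about 35% in either raw or pattern-adjusted values, limit read from the data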
SIAE primary: inhibitors of human sialic acid acetylesterase SIAE | Q9HAT2 | inhibition, % at 9.66 µM | SIAE FP-Rh probe binding, fluorescence polarization | 370,000 tested, 0.69% active;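 active = inhibition above a cutoff: mean of compounds within the control limits plus 3 SD of those, cut at about 17% in these data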;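 also: 0% = plate median of compound wells and 100% = probe without SIAE protein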
TDP2 inh: blocks human TDP2 phosphodiesterase activity. O95551. recombinant TDP2, T5PNP hydrolysis, p-nitrophenol absorbance 415 nm. inhibition, % at 12.8 µM. 370,000 tested, 0.34% active. AID 720702;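 active = inhibition above the mean of all tested compounds plus 3 SD, set per campaign, cut at about 25% in these data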;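 also: 0% = DMSO with enzyme and 100% = buffer with substrate but no TDP2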
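Evaluation: % inhibition relative to enzyme-containing and enzyme-free wells. Material: recombinant human TDP2. Benchmarks: enzyme-free and DMSO wells. Timing: enzyme reaction with compound for 2 h at 37 °C. Compound dosing: 12.8 µM only. Measured by: p-Nitrophenol epi absorbance. Reagent: T5PNP substrate at 5 mM, a TopII-DNA adduct mimic. Replication: single well per compound.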
Active calls of the source: *; . = no result given. Some of the compounds tested; rates above refer to the full screens.

Sequence of screens: PRMT1 inh, LEDGF integ inh, TCR CD3 inh, ABHD4 inh, MBD2 DNA inh, HTRA1 inh, rCAG binder, NPR2 activator, SIAE primary, TDP2 inh
CSCc1c(C(=O)N2CCCc3ccccc32)oc2ccccc12
    -2, 5, 2, -7, 1, -15, -1, -10, -7, -1
COc1cccc(C2(O)CCN(CC(=O)NCC3CC3)CC2)c1
    -5, -1, 5, 0, 1, 7, 0, -1, 0, -6
CCCOc1ccc(-c2c(=O)n(OCC(=O)OCC)c3ccccc3[n+]2[O-])cc1
    4, -1, -2, -5, 1, -2, -3, 0, 1, -1
COC(=O)c1cccc(-n2cnnn2)c1
    3, 1, 11, 3, -2, 4, 1, 4, -1, 1
COC(=O)C1=C(C)N(c2ccc(S(N)(=O)=O)cc2)C(=O)C1
    2, 0, 8, 0, -3, -2, 7, -2, 7, 1
CSc1nc(C)nc(N/C=C(\C#N)S(=O)(=O)c2ccccc2Cl)n1
    7, -3, 0, 1, 0, 4, 4, 5, 0, 7
CCN(Cc1cc2ccccc2[nH]c1=O)C(=O)c1cccc([N+](=O)[O-])c1
    -5, 4, 7, 5, -2, ., 1, 2, 9, -6
COc1ccc(-c2csc(NC(=O)c3cc(=O)c4ccccc4o3)n2)cc1OC
    -1, 2, -1, 3, 4, 0, 3, -1, 1, 17
COc1ccc(C(CNC(=O)c2ccc(OCC3CCCO3)cc2)N2CCOCC2)cc1 (stereo unspecified)
    0, 0, -4, -5, 2, 0, -1, -1, 4, 11
Cc1ccn2c(c1)nc(=O)c1cc(S(=O)(=O)N3CCCCC3)ccc12
    2, 1, -4, 6, -5, 6, 7, -2, 3, 3
Cc1ccccc1N(CC(=O)N1CCCCCC1)S(C)(=O)=O
    -6, 5, 3, 1, 2, 6, -1, 1, -2, 1
CN1CCN(NC(=O)c2cccc(F)c2)CC1
    1, -3, 7, -1, 3, 6, -2, 6, 3, 8
COCCN1Cc2cc(C(=O)OC)c3c(c2C1=O)c1ccccc1n3S(=O)(=O)c1ccc(OC)cc1
    3, -3, -3, 9, 3, ., 7, 0, -2, 1
COCc1ccc(C(=O)N2CCCC(CCC(=O)NCc3ccccc3F)C2)o1 (stereo unspecified)
    1, -3, 1, 3, -4, -1, -4, 1, 3, 9
NC(=N\N=Cc1ccccc1)/C(N)=N/N=Cc1ccccc1
    2, -7, -6, 0, 3, ., 0, -2, -1, 2
CCCN1CCN(CCCNC(=O)c2ccc3nc(N4CCCCC4)sc3c2)CC1
    -6, 2, 0, -1, 4, 0, 0, -1, -9, 4
O=C1C2C3C=CC(CC3)C2C(=O)N1/N=C/c1c[nH]c2ccccc12 (stereo unspecified)
    -2, 0, 8, 1, 0, -5, 0, 2, 1, 0
NC(=O)NOCc1c(F)cccc1Cl
    0, 0, -5, -2, -1, ., 0, 3, -4, 9
CN(C)/C=C/C1=C([N+](=O)[O-])C(c2cccc([N+](=O)[O-])c2)NC(=O)N1 (stereo unspecified)
    0, 5, 4, 17, -1, 10, 18, 7, 14, 5
C=CCc1ccc(OCC(O)CN2CCC(Cc3ccccc3)CC2)c(OC)c1 (stereo unspecified)
    6, -8, -10, 0, 5, -1, -5, -7, 1, -18

Next part.
Sequence of screens: PRMT1 inh, LEDGF integ inh, TCR CD3 inh, ABHD4 inh, MBD2 DNA inh, HTRA1 inh, rCAG binder, NPR2 activator, SIAE primary, TDP2 inh
CCOC(=O)c1cc(CC)sc1NC(=O)COC(=O)c1ccccn1
    -5, 4, -2, -5, -6, -6, 0, 0, 8, -4
O=C(O)CCC(=O)N1CCN(c2cccc(Cl)c2)CC1
    0, -2, 1, -6, -7, 5, 1, -3, 4, -6
COc1ccc(CN2CCCC(C(=O)N3CCCC3)C2)c(OC)c1OC (stereo unspecified)
    0, 9, 3, 10, 4, ., 0, 0, -13, -13
CCOC(=O)c1c(CC(C)C)csc1NC(=O)CCl
    0, -2, -2, -14, -2, -11, 1, -2, -1, -23
CC(C)C(=O)NCc1cc(-c2ccc(Cl)cc2)no1
    -8, 8, 2, -6, 4, 8, -4, 1, 2, -12
O=C(NCc1ccncc1)c1ccc(NS(=O)(=O)c2ccc(F)cc2)cc1
    3, 0, -1, 5, 4, 3, 2, 1, 9, 1
O=C(C1CCCN(S(=O)(=O)c2ccc(F)cc2)C1)N1CCCC1 (stereo unspecified)
    -6, -1, -3, 4, 3, 2, 2, -5, -3, 13
Cc1ccc(P(=O)(CC(=O)O)c2ccc(C)cc2)cc1
    -2, 1, 9, 7, 1, -1, 1, 0, 4, -9
CCc1cc2c(-c3ccccc3)cc(=O)oc2cc1OCC(C)=O
    2, 2, -10, 0, 2, -8, -2, 3, -3, 0
COc1ccccc1CNS(=O)(=O)c1ccc2c(c1)oc(=O)n2C
    -3, 7, -3, -2, -4, 1, 4, -5, 1, -1
O=C(c1ccc2ccccc2c1)N1CCN(c2ccccn2)CC1
    -1, 6, 7, -1, 2, -4, -6, 3, 5, -6
CSc1ccccc1C(=O)OCC(=O)N1CCN(C(C)=O)CC1
    -1, -1, 2, 3, 0, 5, 4, 8, -13, 0
COc1cccc(CNC(=O)C23CN(Cc4ccccc4)CC2C(c2ccc([N+](=O)[O-])cc2)=NO3)c1 (stereo unspecified)
    6, -1, 6, 3, 0, -13, 3, 3, 0, -10
C=Cn1cc[n+](CC(=O)C(C)(C)C)c1
    1, -1, 8, 5, 1, -4, 1, -1, -2, 11
CCOc1ccc(NC(=O)c2c(NC(=O)CN3CCN(C)CC3)sc3c2CCC3)cc1
    6, -3, -7, -4, 4, -8, -2, -1, 3, -8
CCOC(=O)c1sc2nc(C)nc(NC3CCC(O)CC3)c2c1C (stereo unspecified)
    -5, 2, -8, 4, 2, -1, -1, -1, 7, 17
Cc1ccc(CN2CCN(Cc3c[nH]c4ccccc34)CC2CCO)o1 (stereo unspecified)
    4, -8, -1, 0, -4, -4, 3, 0, 4, -5
CCCN1CCC(=O)N([C@H](CSc2ccc(C)cc2)Cc2ccccc2)CC1
    2, 0, -6, 1, -5, -11, -6, -1, 7, 4
CC1(C2CC2)NC(=O)N(CC(=O)Nc2cc(S(=O)(=O)N3CCCCC3)ccc2Cl)C1=O (stereo unspecified)
    1, -2, -3, -2, -2, -7, 5, 5, 5, -9
COc1ccc(C(=O)COC(=O)c2ccccn2)c(OC)c1
    -2, 0, -5, -6, 3, -4, 9, 2, 1, 3

Entries from the list above that have a COOH group (2):
Sequence of screens: PRMT1 inh, LEDGF integ inh, TCR CD3 inh, ABHD4 inh, MBD2 DNA inh, HTRA1 inh, rCAG binder, NPR2 activator, SIAE primary, TDP2 inh
O=C(O)CCC(=O)N1CCN(c2cccc(Cl)c2)CC1
    0, -2, 1, -6, -7, 5, 1, -3, 4, -6
Cc1ccc(P(=O)(CC(=O)O)c2ccc(C)cc2)cc1
    -2, 1, 9, 7, 1, -1, 1, 0, 4, -9

Other compounds
Sequence of screens: PRMT1 inh, LEDGF integ inh, TCR CD3 inh, ABHD4 inh, MBD2 DNA inh, HTRA1 inh, rCAG binder, NPR2 activator, SIAE primary, TDP2 inh
O=C1C=C(c2cccc(Cl)c2)C[C@@H](c2ccc3c(c2)OCO3)C1
    0, 2, -8, -10, 7, -47, 3, 15, 7, 6
CCOc1ccc(C2/C(=C(/O)c3ccc(S(=O)(=O)N4CCCCC4)cc3)C(=O)C(=O)N2CCCOC)cc1OC (stereo unspecified)
    6, 8, 2, -12, 4, 4, 6, 1, -7, 8
Cc1ccc2[nH]c(=O)c(CN(Cc3cccnc3)Cc3nnnn3CCN3CCOCC3)cc2c1
    0, 2, -4, 4, 3, 0, -4, -5, 1, -1
CCc1ccc(NC(=O)N2CCc3ccccc3C2)cc1
    -4, -1, 2, -3, 3, -12, -4, 1, 4, 8
COCCN(Cc1nnc(-c2cccs2)o1)C(=O)CN1C(=O)NC2(CCCCC2)C1=O
    7, 4, 1, -14, 8, 2, 2, 1, -4, 1
O=C(OCC(=O)N1CCN(c2ccccc2)CC1)c1ccccn1
    5, -4, 0, 5, -2, -6, 0, ., 8, 3
COc1ccc(Cl)cc1NC(=O)c1ccoc1C
    -3, -2, 11, -8, -3, -6, 9, -3, -6, 6
COC(=O)CSc1nnc(-c2cccnc2)n1-c1cccc(OC)c1
    -1, -2, 5, 7, 5, -1, -2, -1, -4, -1
CCOc1ccc(/C(O)=C2/C(=O)C(=O)N(c3ccccn3)C2c2ccc(C)cc2)c(C)c1 (stereo unspecified)
    0, -2, 0, 2, -1, -1, 17, -1, -2, -7
Cc1ccccc1-c1nnn(CC(=O)NCc2ccc3c(c2)OCO3)n1
    1, -1, -2, -2, 7, 4, 2, 4, -7, -1
COc1ccc(C)cc1NC(=O)C(OC(=O)C1=NNC(=O)CC1)c1ccccc1 (stereo unspecified)
    0, 0, 3, 2, -2, -21, 4, 1, -2, -1
C/C=C\C=C\C(=O)N1CC2(CC(c3cccc(NC(=O)/C(C)=C\C)c3)=NO2)C[C@H]1C(N)=O (stereo partly specified)
    17, 0, 4, -6, 1, -10, 13, 8, -2, 3
CC(NCc1ccco1)C(=O)N1CCOCC1 (stereo unspecified)
    1, 2, ., -1, 4, ., 4, -9, -4, 9
O=C(c1nnc(Cc2ccc(Cl)cc2)o1)N1CCc2ccccc2C1
    2, -4, -2, -1, 1, -6, 2, 0, 1, 4
CCOC(=O)CNC(=O)c1cn(CC(C)C)c(=O)c2cc(OC)c(OC)cc12
    -2, 1, 8, 3, -4, 10, -6, -1, 0, 4
Cc1ccc(C(=O)NC(C)c2ccc(S(N)(=O)=O)cc2)s1 (stereo unspecified)
    2, 1, 2, 3, 0, 2, 4, -6, 1, -8
O=C(CCN1C(=O)c2ccccc2C1=O)Nc1ccc(-c2nc3ccccc3s2)cc1
    1, 2, 10, -5, -1, 2, 0, -3, 2, -7
Cc1ccc(CC(=O)Nc2nccs2)cc1
    3, -5, -7, 1, 2, 0, -2, 5, -4, -11

Screening results deposited in PubChem BioAssay by several laboratories.
